# Source: PubChem BioAssay
# ALDH1A1 block: inhibitors of human aldehyde dehydrogenase 1A1. Purified ALDH1A1, NADH fluorescence, propionaldehyde substrate. hit rate 7.3% among 220,000. P00352. Potency, µM (doses to about 75.3 µM), inactives show top-dose activity, negative = inhibition, actives largely listed as inhibitors; active means well fitted inhibition curve with a large enough effect, not every such curve was filed as active; inconclusive means small, poorly fitted or top-dose-only effect, or another doubt; inactive means no such curve, though single readings can be large or run the other way;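 further: plate controls were no enzyme wells and a reference inhibitor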
# Lamin A splicing: LMNA splicing modulation; hit rate 0.01% among 200,000; Potency, µM (titrated, usually from 46.1 µM), for the others: top-dose ratio change, negative = inhibition, usual class: inhibitors; HeLa LMNA splicing GFP/RFP minigene ratio, 48 h; active means well fitted inhibition curve with a large enough effect in the signal ratio, with a control signal flat, not every such curve was filed as active; inconclusive means small, poorly fitted or top-dose-only effect, or effect the other way, or a change in a side signal; the % refers to the signal ratio; further: on the % scale 0 is the no-effect control and ±100 the full control effect
#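 S3 HeLa stable clones carrying a lamin A-EGFP splicing minigene plus DsRed2 were seeded at 600 cells/well in Opti-MEM with 2% FBS, pin-dosed and incubated 48 h at 37°C. Acumen cytometry (488 nm) gave the GFP/RFP total-intensity ratio.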
# Tau ThT inhib: tau fibrillization inhibition (ThT binding); P10636; recombinant tau K18 P301L (four-repeat tau fragment), heparin-induced fibrillization, ThT fluorescence; Potency, µM (highest dose often 57.4 µM), without a hit: top-dose activity, negative = inhibition, actives largely listed as inhibitors; hit rate 2.1% among 270,000; further: on the % scale 0 is the no-effect control and ±100 the full control effect; nearly all actives have a fitted effect of over 55% in size
#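 In this qHTS, human K18 P301L tau is incubated with compound and heparin for 6 hr at 37 C, and Thioflavin T fluorescence then reports fibril load.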
# KinaseGlo FLuc: blocks Kinase-Glo luciferase, a counter-screen artifact | Q27757 | Kinase-Glo luciferase, ATP luminescence, 8 min | Potency, µM (top dose mostly 38.3 µM), inactives show top-dose activity change, negative = inhibition, actives largely listed as inhibitors | hit rate 0.28% among 200,000 | AID 1379; further: on the % scale 0 is the no-effect control and ±100 the full control effect; nearly all actives have a fitted effect of over 60% in size
#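 Compound is pinned into ATP-containing buffer (10 uM ATP, imidazole pH 7.2, 7 mM MgCl2). Kinase-Glo luciferase reagent is then added. Light output is recorded following an 8-min room-temperature incubation.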
# SMN2 splice enh: SMN2 splice variant enhancement. HEK293 SMN2-luciferase splicing reporter, luminescence, 30-36 h. Potency, µM (top dose mostly 46.1 µM), inactives show at the top dose activity change, positive = activation, actives largely listed as activators. hit rate 2.8% among 210,000; further: % of control where 0% means no effect; nearly all actives have a fitted effect of over 55% in size
#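 HEK293 cells carry an SMN2 […]–luciferase reporter in which exon 7 inclusion puts luciferase in frame. Cells were plated 10-12 h before compound addition, then incubated 30-36 h at 37C. ONE-Glo luminescence was read; sodium butyrate at 4.5 mM final served as control.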
# RECQ1 inh: inhibitors of human RECQ1 DNA helicase; AID 2549; hit rate 0.54% among 240,000; Potency, µM (titrated, usually from 57.3 µM), for inactives: top-dose activity, negative = inhibition, actives largely listed as inhibitors; RECQ1 DNA unwinding, red fluorescence kinetic read;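 further: plate controls were vehicle for no effect and no enzyme for full effect; nearly all actives have a fitted effect of over 30% in size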
# Target sequence (P46063 whole entry, looked up): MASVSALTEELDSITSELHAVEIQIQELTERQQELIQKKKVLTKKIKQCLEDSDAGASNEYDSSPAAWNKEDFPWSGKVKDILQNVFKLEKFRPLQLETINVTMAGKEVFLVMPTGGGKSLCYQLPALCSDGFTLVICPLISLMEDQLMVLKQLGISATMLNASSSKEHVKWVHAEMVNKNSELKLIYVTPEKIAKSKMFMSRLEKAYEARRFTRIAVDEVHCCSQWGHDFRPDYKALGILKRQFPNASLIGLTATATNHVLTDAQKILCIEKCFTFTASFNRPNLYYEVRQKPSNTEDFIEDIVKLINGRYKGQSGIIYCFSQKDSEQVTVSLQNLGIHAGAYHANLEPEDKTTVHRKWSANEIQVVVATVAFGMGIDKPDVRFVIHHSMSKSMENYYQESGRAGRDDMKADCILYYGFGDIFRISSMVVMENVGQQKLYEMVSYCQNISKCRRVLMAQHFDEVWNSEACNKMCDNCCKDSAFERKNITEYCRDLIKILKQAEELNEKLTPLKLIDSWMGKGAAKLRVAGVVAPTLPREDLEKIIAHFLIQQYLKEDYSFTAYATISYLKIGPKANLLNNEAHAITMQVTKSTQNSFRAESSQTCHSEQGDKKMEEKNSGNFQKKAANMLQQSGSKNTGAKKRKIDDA
#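 RECQ1T1 50 nM; forked duplex (20 bp + 30-nt ss tails) 200 nM, ATP 2 mM final; pH 8.0, 2 mM MgCl2, 2.5 ug/ml poly(dI-dC); 15 min compound preincubation; discontinuous kinetic read over 2 h at RT.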
# JMJD2E inh: inhibitors of human JMJD2E histone demethylase. JMJD2E catalytic domain, FDH-coupled NADH fluorescence (FDH is formaldehyde dehydrogenase). B2RXH2. hit rate 1.6% among 230,000. AID 2147. Potency, µM (top dose mostly 57.1 µM), for the others: at the top dose activity change, negative = inhibition, hits mostly inhibitors; active means well fitted inhibition curve with a large enough effect, not every such curve was filed as active; inconclusive means small, poorly fitted or top-dose-only effect, or another doubt; inactive means no such curve, though single readings can be large or run the other way;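 further: 0% = wells with enzyme and -100% = buffer wells without enzyme; nearly all actives have a fitted effect of over 50% in size; many of its hits are not listed in these tables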
# Target sequence (B2RXH2 1-337 limits assumed): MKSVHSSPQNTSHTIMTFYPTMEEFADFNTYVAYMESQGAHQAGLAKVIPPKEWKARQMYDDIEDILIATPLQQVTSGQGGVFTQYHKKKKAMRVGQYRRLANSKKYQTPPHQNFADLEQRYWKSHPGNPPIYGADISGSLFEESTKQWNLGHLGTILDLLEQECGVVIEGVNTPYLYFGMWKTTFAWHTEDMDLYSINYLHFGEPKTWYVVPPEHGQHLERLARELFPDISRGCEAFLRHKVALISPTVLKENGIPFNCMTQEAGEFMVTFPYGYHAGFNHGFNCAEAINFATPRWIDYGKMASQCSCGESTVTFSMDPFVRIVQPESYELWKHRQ
# L3MBTL1 block: inhibitors of human L3MBTL1; Q9Y468; AlphaScreen L3MBTL1–H3K9me1 peptide binding; Potency, µM (titrated, usually from 57.1 µM), for the others: at the highest dose activity, negative = inhibition, actives largely listed as inhibitors; hit rate 0.66% among 230,000; AID 485360; further: on the % scale 0 is the no-effect control and ±100 the full control effect; nearly all actives have a fitted effect of over 60% in size
#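 L3MBTL1 50 nM + b-AHA-H3(1-15)K9me1 75 nM, 30 min RT; compound added, 30 min RT; streptavidin donor/Ni-chelate acceptor beads 10 ug/mL each final, 30 min RT dark; AlphaScreen read.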
# The depositor's hits bear a star; i = inactive; ? = inconclusive; · = no result given; & = joins results of further samples; [ ] = dose if it differs, or a comment. Unless noted, the call rests on the fitted dose curve; in most records, active means well fitted curve in the direction sought with a large enough effect; inconclusive means small, poorly fitted or top-dose-only effect, or another doubt; inactive means no such curve, though single readings can be large; an effect the other way counts as inactive or inconclusive. Potency means the concentration at half of the fitted maximal effect. Only part of the results is shown, so the mix of outcomes need not match the whole.
smiles	ALDH1A1 block	KinaseGlo FLuc	SMN2 splice enh	Tau ThT inhib	JMJD2E inh	Lamin A splicing	L3MBTL1 block	RECQ1 inh
O=C(C1CCN(S(=O)(=O)N2CCC3(CC2)OCCO3)CC1)N1CCc2ccccc2C1	?	-1%	-6%	-11%	2%	-8%	·	i
COc1ccc([N+](=O)[O-])cc1N(CC(=O)Nc1ccccc1C(=O)N1CCCC1)S(C)(=O)=O	6%	·	·	-4%	-7%	·	3%	i
Cc1ccccc1S(=O)(=O)Cc1ccc(C(=O)N2CCN(c3cccc(C)c3C)CC2)o1	-16%	5%	-72%[inhibitor]	?	0%	?	-8%	-11%
O=C(COc1ccc(F)cc1)NCC1CCCO1 (stereo not given)	6%	-1%	-12%	-8%	7%	-2%	5%	-4%
CCOC(=O)C(=O)Nc1ccc(F)cc1	2%	-7%	4%	-4%	-3%	-6%	·	i
CN(CC(=O)Nc1ccc(N2CCOCC2)cc1)CC(=O)Nc1ccccc1C#N	1%	5%	-1%	-1%	1%	-11%	4%	-2%
Cc1ccc(NC(=O)CC2C(=O)NCCN2C(=S)Nc2ccccc2)c(C)c1 (stereo not given)	12%	4%	-13%	-9%	6%	-6%	6%	-4%
O=C(N[C@@H](Cc1c[nH]c2ccccc12)C(=O)O)c1ccc(Cl)cc1	-4%	2%	6%	10%	-2%	·	-16%	-11%
COc1ccc2c(c1)[nH]c1c(=O)n(CCCN3CCOCC3)cnc12	12%	20%	13%	-21%	-4%	7%	·	i
O=C(c1ccccc1)c1ccc(COC(=O)c2cnccn2)cc1	-6%	-4%	4%	0%	0%	3%[46 µM]	0%	i
Cc1ccc(NC(=O)c2cc(N3C(=O)C4CC=CCC4C3=O)ccc2N2CCOCC2)cc1Cl (stereo not given)	28µM*	-4%	-11%	-12%	65%[activator]	7%	7%	i
CSc1ccc2c(c1)[C@H](N1CCN(C)CC1)Cc1ccccc1S2	-5%	1%	?	?	-3%	?	·	-7%[25.9 µM]
O=C(c1cc2ccccc2oc1=O)N1CCCC1	-2%	5%	-4%	-2%	-25%	10%	·	-9%
CCCCCOC(=O)CCN1C(=O)/C(=C2\SC(=S)N(CCC(=O)OCCCCC)C2=O)SC1=S	·	·	·	?	-1%	·	52%[activator]	1.6µM*
CCN(CCO)CCCC(C)Nc1ccnc2cc(Cl)ccc12 (stereo not given)	7%&-2%	0%[39.9 µM]	-1%	0%&-4%	-2%	?	·	i
O=C(O)c1ccc(S(=O)(=O)Nc2ccc(F)c(Cl)c2)cc1	7%	-1%	8%	-9%	4%	2%	2%	7%
CC(OC(=O)c1cc2sccc2n1C)C(=O)NCCc1ccccc1 (stereo not given)	4%	1%	-6%	-14%	0%	-19%	2%	i
Fc1cc(F)cc(NC(=S)Nc2ccccc2N2CCOCC2)c1	?	2%	-23%	5%	-9%	·	1%	i
CC1(C)[C@H]2CC=C(CN3CCC(N4CCC(C(=O)N5CCCC5)CC4)CC3)[C@@H]1C2	4%	-1%	-50%[inhibitor]	-11%	0%	?	-3%	4%
CCOC(=O)c1sc2ncc([N+](=O)[O-])cc2c1N	·	·	·	7.9µM*	3%	·	-22%	-6%
CCCCn1c(NCc2ccccc2O)nc2ccccc21	?	1%	-20%	?	-2%	-3%	-14%	i
CCOc1ccc(C(=O)CN2CCN(S(=O)(=O)c3ccc(F)cc3)CC2)cc1	20µM*	-1%	-21%	-16%	-7%	-2%	3%	-3%
CC(C)c1ccc(S(=O)(=O)N2CCN(C(=O)c3ccco3)CC2)cc1	?	-1%	-22%	-2%	1%	?	·	i
COC(=O)CCC(=O)OC1(C)C(=O)C=C2C=C(C3CC3)N(C(CO)CO)C=C2C1=O (stereo not given)	12%[13.5 µM]	-1%[7.66 µM]	-5%[9.22 µM]	2%[11.5 µM]	?	10%[9.22 µM]	·	-14%[11.5 µM]
CCOC(=O)c1oc2ccccc2c1NC(=O)CN1CCOCC1	?	-3%	·	-12%	3%	?	-10%	-19%
COc1ccc(CCNC2=NCCS2)cc1	3%	2%	-4%	1%	-2%	?	-1%	i
O=C(CSc1ncn[nH]1)N(C1CCCCC1)C1CCCCC1	?	1%	-6%	-5%	-9%	-4%	·	-7%
C/C(=N/OC(=O)c1ccc(Cl)cc1Cl)c1oc(C)nc1C	16%	·	·	?	-2%	·	4%	i
COC(=O)Cc1csc(Nc2c(C)n(C)n(-c3ccccc3)c2=O)n1	12%	-2%	10%	2%	1%	9%	14%	-6%
CCCN1C(=O)/C(=C/C=C2\N(CC)c3ccccc3C2(C)C)SC1=S	-16%	-14%	-34%[inhibitor]	?	9%	11%	-16%	i
O=C(CNC(=O)C12CC3CC(CC(C3)C1)C2)N1CCN(S(=O)(=O)/C=C/c2ccccc2)CC1	-9%	·	·	-8%	7%	?	0%	-7%
Cc1cc2oc(=O)cc(-c3ccccc3)c2c(C)c1-c1ccc(O)cc1	?	5%[39.9 µM]	·	?	·	·	-5%	-17%[81.1 µM]
FC(F)(F)c1cccnc1N1CCN(c2ncnc3nc[nH]c23)CC1	-4%	-1%	-13%	?	-9%	-11%	3%	-17%
C=CCN1C(=O)C(Cc2ccc(OC)cc2)S/C1=N/N=C/c1ccco1 (stereo not given)	7.1µM*	1%	0%	-11%	-20%	-7%	-12%	-6%
CC(C)CC(=O)NC1(C(F)(F)F)C(=O)Nc2c1c(=O)[nH]c(=O)n2Cc1ccco1 (stereo not given)	10%	1%	21%	-13%	-6%	4%	2%	-12%
COc1cccc(Oc2ccc(N)cn2)c1	?	-1%	2%	5%	?	19%	-8%[11.4 µM]	-10%

# Printed as active in ALDH1A1 block, of those listed so far:
structure	ALDH1A1 block	SMN2 splice enh	Tau ThT inhib	JMJD2E inh	L3MBTL1 block	RECQ1 inh
Cc1ccc(NC(=O)c2cc(N3C(=O)C4CC=CCC4C3=O)ccc2N2CCOCC2)cc1Cl (stereo not given)	28µM*	-11%	-12%	65%[activator]	7%	i
CCOc1ccc(C(=O)CN2CCN(S(=O)(=O)c3ccc(F)cc3)CC2)cc1	20µM*	-21%	-16%	-7%	3%	-3%
C=CCN1C(=O)C(Cc2ccc(OC)cc2)S/C1=N/N=C/c1ccco1 (stereo not given)	7.1µM*	0%	-11%	-20%	-12%	-6%

# The results go on.
smiles	ALDH1A1 block	KinaseGlo FLuc	SMN2 splice enh	Tau ThT inhib	JMJD2E inh	Lamin A splicing	L3MBTL1 block	RECQ1 inh
O=C(O)/C=C/C(=O)N1CCN(S(=O)(=O)c2cccc(C(F)(F)F)c2)CC1	4%	1%	4%	-2%	-5%	?	3%	i
Cc1cc(Br)c(NC(=O)CN(C)CCOc2ccccc2)c(Br)c1	?	-1%	-27%	-14%	-28%	?	-25%	-6%
CNC(=O)N(C1=NCC(C)(C)S1)c1ccc(F)c(Cl)c1	-2%	-3%	10%	-14%	0%	-9%	·	-8%
O=C(Nc1ccc(N2CCOCC2)c(Cl)c1)C1CCCCC1	?	0%	-12%	8%	-2%	4%	·	-7%
CCCCN(C)CCCNC(=O)c1ccc2c(c1)NC(=O)C(N1CCOCC1)S2 (stereo not given)	8%	5%	10%	9%	3%	-5%	-3%	-5%
Cc1nc2ccccn2c1C(=O)NCC(C)C	?	-4%	2%	4%	2%	10%	-2%	-1%
O=C(c1cc(-c2ccc(F)cc2)on1)N1CCCc2ccccc21	?	0%	?	-12%	-2%	9%[46 µM]	·	-7%
CC(=O)N(CC(=O)Nc1sc(C)c(C)c1C(N)=O)Cc1ccccc1	?	-1%	·	-3%	-7%	-7%[46 µM]	-1%	-8%
CC(=O)Nc1ccccc1OC(=O)N1CCOCC1	3%	-1%	-13%	-9%	0%	9%	·	-4%
O=C1Cc2ccccc2Sc2ccc(Cl)cc21	-16%	-1%	-9%	-10%	-4%	0%	40%[activator]	-4%
O=C(c1cccc(C(=O)N2CCN(c3ncccn3)CC2)c1)N1CCN(c2ncccn2)CC1	6%	-1%	-10%	-8%	?	-5%	3%	-2%
Cc1cc(OCC[N+]2(C)CCCCC2)nc2ccccc12	5%	15%	-12%	0%	2%	17%	·	5%

# Fetched by compound from the entries so far:
smiles	ALDH1A1 block	KinaseGlo FLuc	SMN2 splice enh	Tau ThT inhib	JMJD2E inh	Lamin A splicing	L3MBTL1 block	RECQ1 inh
CNC(=O)N(C1=NCC(C)(C)S1)c1ccc(F)c(Cl)c1	-2%	-3%	10%	-14%	0%	-9%	·	-8%
O=C(c1cccc(C(=O)N2CCN(c3ncccn3)CC2)c1)N1CCN(c2ncccn2)CC1	6%	-1%	-10%	-8%	?	-5%	3%	-2%
Cc1cc(OCC[N+]2(C)CCCCC2)nc2ccccc12	5%	15%	-12%	0%	2%	17%	·	5%
O=C(O)/C=C/C(=O)N1CCN(S(=O)(=O)c2cccc(C(F)(F)F)c2)CC1	4%	1%	4%	-2%	-5%	?	3%	i

# The list goes on.
smiles	ALDH1A1 block	KinaseGlo FLuc	SMN2 splice enh	Tau ThT inhib	JMJD2E inh	Lamin A splicing	L3MBTL1 block	RECQ1 inh
CCN1CCc2nc3ccccc3c(C(=O)Nc3ccc(F)cc3)c2C1	·	·	·	-14%	-24%	·	-3%	1%
COc1ccc(C(=O)N2CCC[C@@]3(CCN(c4ccncc4)C3)C2)cc1	9%	1%	-6%	·	·	·	·	-4%
O=C(Cc1ccccc1)N/N=C/c1ccccc1F	3%	1%	18%	-3%	0%	1%	8%	-9%
CCn1c(C)cc2c(c1=O)C(c1ccncc1)C(C#N)=C(N)O2 (stereo not given)	-3%	-3%	5%	-5%	?	10%	3%	-4%
Cc1cccc(NC(=O)COC(=O)c2ccccc2-c2nc3ccccc3s2)c1C	-4%	-1%	-4%	6%	3%	?	25%	-4%
